Bioassay records deposited in PubChem BioAssay by National Center for Advancing Translational Sciences (NCATS).
PI4K2A inh: inhibitors of human PI4K2A | Q9BTU6 | purified PI4K2A, ADP-Glo luminescence, 1 h; stronger effect = lower value | activity change, negative = inhibition, % at 76.9 µM | 0.13% of 420,000 active | AID 1346378; in the data active means activity change below about -50%; inconclusive means mostly about -30% to -49%;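 further: -100% = wells without enzyme as full effect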
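PI4K2A activity was measured by ADP-Glo luminescence: enzyme (4 ug/mL stock) and phosphatidylinositol (1.2 mM stock) in Tris pH 7.5/MgCl2/EGTA/Triton X-100 buffer were reacted with ATP (300 microM stock) for one hour at ambient temperature.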
Tb PGK inh: inhibitors of T. brucei phosphoglycerate kinase; PGK/GAPDH coupled, Kinase-Glo luminescence, 60 min; Potency, µM (top dose mostly 57.5 µM), for inactives: top-dose activity change, negative = inhibition, actives largely listed as inhibitors; 0.043% of 380,000 active; further: potency means the concentration at half of the fitted maximal effect; on the % scale 0 is the no-effect control and ±100 the full control effect; nearly all actives have a fitted effect of over 60% in size
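Luminescent ATP detection (Kinase-Glo Plus) follows a 60-minute room-temperature incubation, with wells lacking PGK as controls. Buffer: 100 mM TEA (pH 7.6), 5 mM MgCl2, 0.01% Tween-20. Coupling enzyme GAPDH (100 nM final) supplies unstable 1,3-BPG in-well.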
G9a block: inhibitors of human histone lysine methyltransferase G9a; G9a H3K9 monomethylation, AlphaScreen, 2 h; Potency, µM (highest dose often 102 µM), for the others: at the highest dose activity, negative = inhibition, actives largely listed as inhibitors; Q96KQ7; AID 504332; 8.8% of 350,000 active; further: potency means the concentration at half of the fitted maximal effect; on the % scale 0 is the no-effect control and ±100 the full control effect; nearly all actives have a fitted effect of over 75% in size
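Using a bead-based AlphaScreen, monomethylated H3K9 product from 2 h room-temperature reactions (G9a 20 nM, peptide 500 nM, SAM 20 uM) was detected with 0.5 ug/mL rabbit anti-H3K9me1 antibody.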
Pol eta inh: blocks human DNA polymerase eta activity; Potency, µM (series often up to 114 µM), for the others: at the top dose activity change, negative = inhibition, hits mostly inhibitors; Q9Y253; recombinant Pol eta, fluorescent DNA replication assay; AID 588591; 1.2% of 390,000 active; further: potency means the concentration at half of the fitted maximal effect; on the % scale 0 is the no-effect control and ±100 the full control effect
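Pol eta at 10 nM preincubated with compounds 15 min at room temperature; reaction started with fluorescent substrate (50 nM final) and read kinetically at 0 and 10 min.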
HP1b binding inh: inhibitors of HP1-beta chromodomain binding to methylated histone tails; P83916; AlphaScreen HP1-beta / biotin-H3K9me3 peptide binding; Potency, µM (series often up to 114 µM), for inactives: top-dose activity change, negative = inhibition, most hits filed as inhibitors; 0.56% of 390,000 active; AID 540317; further: potency means the concentration at half of the fitted maximal effect; nearly all actives have a fitted effect of over 70% in size; inactives centre near 23
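HP1-beta protein (50 nM final) preincubated 30 min at room temperature with biotinylated H3(1-18)K9me3 peptide (50 nM) in PBS pH 7.4, 0.01% Tween-20, then compound added for 30 min. AlphaScreen streptavidin donor/nickel chelate acceptor beads (10 ug/mL final), 30 min dark, luminescence read.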
Pin1 inhibitor: inhibitors of human Pin1; Q13526; Pin1 FP peptide displacement, HiFluor488, 10 min; Potency, µM (highest dose often 115 µM), for inactives: top-dose activity, negative = inhibition, hits mostly inhibitors; 0.009% of 390,000 active; AID 504891; active means well fitted inhibition curve with a large enough effect in the polarisation, with a control signal flat, not every such curve was filed as active; inconclusive means small, poorly fitted or top-dose-only effect, or effect the other way, or a change in a side signal; inactive means no such curve, though single readings can be large or run the other way; the % refers to the polarisation; further: potency means the concentration at half of the fitted maximal effect; on the % scale 0 is the no-effect control and ±100 the full control effect
JMJD2A Tudor inh: blocks the human JMJD2A Tudor domain. O75164. AlphaScreen JMJD2A-Tudor / H3K4me3 peptide binding. Potency, µM (top dose mostly 114 µM), for inactives: top-dose activity change, negative = inhibition, actives largely listed as inhibitors. 4.4% of 390,000 active; further: potency means the concentration at half of the fitted maximal effect; on the % scale 0 is the no-effect control and ±100 the full control effect; nearly all actives have a fitted effect of over 50% in size
GLS inh: blocks human kidney-isoform glutaminase activity | AID 624170 | Potency, µM (doses to about 45.5 µM), without a hit: top-dose activity change, negative = inhibition, hits mostly inhibitors | 0.21% of 410,000 active | O94925 | GLS enzymatic activity, qHTS titration; further: potency means the concentration at half of the fitted maximal effect; on the % scale 0 is the no-effect control and ±100 the full control effect
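Glutamate formation by hKGA was monitored fluorometrically using coupled glutamate oxidase, HRP and Amplex Red. Substrate was added as 1 mM L-glutamine solution; incubation was 30 min at RT after an initial read.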
BAZ2B block: inhibitors of human BAZ2B bromodomain; Q9UIF8; AlphaScreen BAZ2B-H3K14Ac peptide displacement; Potency, µM (series often up to 114 µM), without a hit: at the top dose activity change, negative = inhibition, most hits filed as inhibitors; 4.4% of 360,000 active; AID 504333; further: potency means the concentration at half of the fitted maximal effect; on the % scale 0 is the no-effect control and ±100 the full control effect; nearly all actives have a fitted effect of over 60% in size
Target sequence (Q9UIF8 whole entry, looked up): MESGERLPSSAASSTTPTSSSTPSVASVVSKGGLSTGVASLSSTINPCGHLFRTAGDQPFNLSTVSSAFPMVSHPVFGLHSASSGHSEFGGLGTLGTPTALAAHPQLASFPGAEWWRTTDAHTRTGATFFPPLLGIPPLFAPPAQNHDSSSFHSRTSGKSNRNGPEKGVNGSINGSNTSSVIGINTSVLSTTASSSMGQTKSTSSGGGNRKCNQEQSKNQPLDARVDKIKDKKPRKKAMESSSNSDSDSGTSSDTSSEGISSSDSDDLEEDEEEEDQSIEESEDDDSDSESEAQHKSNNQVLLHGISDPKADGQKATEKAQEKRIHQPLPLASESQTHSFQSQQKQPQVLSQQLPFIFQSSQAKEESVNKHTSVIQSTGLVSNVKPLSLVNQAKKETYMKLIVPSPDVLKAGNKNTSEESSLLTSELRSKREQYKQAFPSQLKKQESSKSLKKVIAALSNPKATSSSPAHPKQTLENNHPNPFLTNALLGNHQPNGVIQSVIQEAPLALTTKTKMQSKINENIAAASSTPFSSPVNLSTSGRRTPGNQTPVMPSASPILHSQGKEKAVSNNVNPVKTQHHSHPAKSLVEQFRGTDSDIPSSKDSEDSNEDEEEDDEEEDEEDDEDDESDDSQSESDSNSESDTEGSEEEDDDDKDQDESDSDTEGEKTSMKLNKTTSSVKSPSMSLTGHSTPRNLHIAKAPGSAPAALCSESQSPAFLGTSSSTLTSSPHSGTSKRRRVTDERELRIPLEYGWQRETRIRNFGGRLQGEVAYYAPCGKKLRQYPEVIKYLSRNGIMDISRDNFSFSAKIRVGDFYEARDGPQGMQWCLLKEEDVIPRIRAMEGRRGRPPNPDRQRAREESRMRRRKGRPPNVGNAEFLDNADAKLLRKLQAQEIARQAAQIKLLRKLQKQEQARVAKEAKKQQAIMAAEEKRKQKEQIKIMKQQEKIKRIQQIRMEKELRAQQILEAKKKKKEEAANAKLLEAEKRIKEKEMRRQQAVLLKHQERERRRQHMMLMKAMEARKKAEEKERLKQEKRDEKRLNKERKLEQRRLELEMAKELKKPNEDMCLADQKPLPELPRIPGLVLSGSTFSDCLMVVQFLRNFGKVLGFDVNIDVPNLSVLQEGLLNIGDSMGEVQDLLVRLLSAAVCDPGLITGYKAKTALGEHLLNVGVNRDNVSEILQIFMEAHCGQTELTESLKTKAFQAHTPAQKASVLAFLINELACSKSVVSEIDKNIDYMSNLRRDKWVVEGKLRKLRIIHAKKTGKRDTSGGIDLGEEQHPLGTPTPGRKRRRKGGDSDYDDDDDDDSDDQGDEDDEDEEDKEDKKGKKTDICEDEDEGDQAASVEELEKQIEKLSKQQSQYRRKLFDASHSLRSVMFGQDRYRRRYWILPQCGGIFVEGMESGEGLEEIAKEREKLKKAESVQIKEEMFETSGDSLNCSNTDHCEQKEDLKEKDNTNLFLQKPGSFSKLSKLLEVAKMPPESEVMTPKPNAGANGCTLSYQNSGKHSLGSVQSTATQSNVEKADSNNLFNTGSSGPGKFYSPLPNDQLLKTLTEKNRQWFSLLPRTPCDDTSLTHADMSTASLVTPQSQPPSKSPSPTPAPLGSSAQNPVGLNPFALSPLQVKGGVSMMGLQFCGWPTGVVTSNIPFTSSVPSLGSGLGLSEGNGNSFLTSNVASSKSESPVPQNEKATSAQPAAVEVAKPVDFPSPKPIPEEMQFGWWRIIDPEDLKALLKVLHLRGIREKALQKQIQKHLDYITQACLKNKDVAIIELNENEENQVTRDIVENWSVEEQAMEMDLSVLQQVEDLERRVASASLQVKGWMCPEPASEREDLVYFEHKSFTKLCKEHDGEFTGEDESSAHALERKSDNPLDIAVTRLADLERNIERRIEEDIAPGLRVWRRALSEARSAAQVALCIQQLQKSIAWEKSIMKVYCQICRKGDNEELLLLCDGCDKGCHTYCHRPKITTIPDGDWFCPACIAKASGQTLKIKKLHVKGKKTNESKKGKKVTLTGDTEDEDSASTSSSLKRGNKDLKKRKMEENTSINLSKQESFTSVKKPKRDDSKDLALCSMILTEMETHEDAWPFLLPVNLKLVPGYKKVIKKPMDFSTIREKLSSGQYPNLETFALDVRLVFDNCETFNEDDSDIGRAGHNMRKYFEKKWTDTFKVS
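Inhibition is scored as reduced AlphaScreen emission. The BAZ2B/b-H3(5-23)K14Ac complex (50 nM each) in PBS pH 7.4, 0.01% Tween-20 meets compound (up to 110 uM) for 30 min at RT before bead addition.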
* = called active by the depositor; i = inactive; ? = inconclusive; . = not tested or not shown; & = joins results of further samples; [ ] = another dose, or the depositor's remark. Unless noted, the call rests on the fitted dose curve; in most records, active means well fitted curve in the direction sought with a large enough effect; inconclusive means small, poorly fitted or top-dose-only effect, or another doubt; inactive means no such curve, though single readings can be large; an effect the other way counts as inactive or inconclusive. Some of the compounds tested (hit frequency here may not be typical).

entry	molecule	GLS inh	PI4K2A inh	BAZ2B block	Pol eta inh	HP1b binding inh
1	COc1ccc(NC(=O)CN(C)C(=O)c2cccc(Oc3ccccc3)c2)cc1	-3%	-1	2%	-2%	23%
2	O=C(N/C(=C\c1cccc([N+](=O)[O-])c1)C(=O)N1CCCCC1)c1cccs1	-1%	0	0%	3%	9%
3	CCCCCCCCOc1ccc(C2CC(=O)NC2=O)cc1 (centres undefined)	0%	-3	4%	-5%	19%
4	COc1ccccc1CNC(=O)c1nn(-c2ccc(C)cc2)c(=O)c2c1c1ccccc1n2C	-5%&4%	6&3	-7%	2%	48%&16%[activator]
5	CCN(CC(=O)Nc1c(F)cccc1F)C(=O)c1cccnc1Sc1ccccc1	-2%	-2	4%	-15%	21%
6	Cc1cc(Br)cc(C)c1NC(=O)c1sc2ncn(Cc3cccc(F)c3)c(=O)c2c1C	1%	1	3%	-11%	50%[activator]
7	OCCC1CN(Cc2ccc(Oc3ncccn3)cc2)CCN1Cc1ccc(F)c(F)c1 (centres undefined)	6%	-1	-2%	-7%	18%
8	O=S(Cc1ccccc1)CC(O)(c1ccccc1)c1ccccc1 (centres undefined)	-10%	1	8%	-9%	27%
9	Cc1ccc(C2(COC(=O)C(C)C)CO2)c(OC(=O)C(C)C)c1 (centres undefined)	-2%	-4	24%	-4%	10%
10	CCOC(=O)CNC(=O)C1COc2ccccc2O1 (centres undefined)	1%	-3	3%	-8%	3%

entry	JMJD2A Tudor inh	Tb PGK inh	G9a block	Pin1 inhibitor
1	-22%	-10%	?	-4%
2	-25%	-2%	10%[12.7 µM]	5%
3	-21%	i	2%	-3%
4	-4%&-11%	0%	19%&8%[59 µM]	-22%&5%
5	-12%	-5%	-37%	-15%
6	-10%	-3%	-18%[59 µM]	25%
7	-10%	3%	21%[12.7 µM]	2%
8	-6%	3%	.	5%
9	-6%	0%	2%[12.7 µM]	-10%
10	-5%	8%	-3%[12.7 µM]	0%

New compounds follow:
entry	molecule	GLS inh	PI4K2A inh	BAZ2B block	Pol eta inh	HP1b binding inh
11	COc1cccc(N2CCN(C(=O)c3ccc(OC)c(S(=O)(=O)NC4CC4)c3)CC2)c1	12%	-4	.	-22%	.
12	OCCC1CN(Cc2cnc(-c3ccccc3)s2)CCN1CCc1ccccc1 (centres undefined)	3%	1	-20%	-1%	11%
13	Cc1c(C(=O)NNC(=O)Nc2ccc([N+](=O)[O-])cc2)oc2ccccc12	17%	1	?	0%	35%
14	O=[N+]([O-])c1ccccc1S(=O)(=O)Nc1ccc(S(=O)(=O)N2CCOCC2)cc1	14%	-3	-2%	-2%	7%
15	CCOC(=O)c1ccc(NC(=O)c2nc(SCc3ccccc3F)ncc2Cl)cc1	-3%	2	11%	-15%	22%
16	Cc1cccc(OCCn2c(-c3ccc(Cl)cc3)nc3ccccc3c2=O)c1	2%	-4	14%	-6%	30%
17	CCOC(=O)C1C2C=CC3(CN(c4cccc(Cl)c4)C(=O)C13)O2 (centres undefined)	-4%	-3	-5%	-8%	56%[activator]
18	COc1cccc(/C=C2\Oc3ccc(O)cc3C2=O)c1O	?	-61*	-20%	-24%	32%
19	CCN(C(=O)CN1C(=O)NC2(CCCc3ccccc32)C1=O)c1ccc(F)cc1 (centres undefined)	-3%	-7	2%	-7%	29%
20	CC(=O)c1cc(C#N)c(SCc2ccccc2)nc1C	1%	-4	7%	-2%	178%[activator]

entry	JMJD2A Tudor inh	Tb PGK inh	G9a block	Pin1 inhibitor
11	.	-6%	.	.
12	-25%	-4%	-25%	-1%
13	-8%	1%	6%	-1%
14	-7%	-1%	-15%	13%
15	-18%	0%	-1%[59 µM]	3%
16	3%	4%	-33%[59 µM]	?
17	-5%	-10%	?	-7%
18	-23%	-30%	36%[0.501 µM]	?
19	-14%	-4%	-8%[12.7 µM]	-9%
20	71%[activator]	1%	161%[activator]	?

Other structures:
entry	molecule	GLS inh	PI4K2A inh	BAZ2B block	Pol eta inh	HP1b binding inh
21	CCS(=O)(=O)N1CCN(c2ccc([N+](=O)[O-])c(N3CCOCC3)c2)CC1	5%	-1	?	-15%	8%
22	COc1ccc(NC(=O)N[C@@H](CCSC)C(=O)O)cc1Cl	11%	2	-25%	2%	14%
23	CCOC(=O)c1c(NC(=O)COc2ncnc3ccccc23)sc(C)c1CC	4%	-3	-31%	-14%	6%
24	Cc1ccc(C(=O)O/N=C(\N)c2cccc([N+](=O)[O-])c2)cc1	6%	-3	-11%	-18%	12%
25	O=C(CSc1ncc2c(n1)-c1ccccc1N(Cc1ccc(F)cc1)S2(=O)=O)NCCc1ccccc1	-5%	-3	0%	-5%	24%
26	CCc1cccc(C)c1NC(=O)CCN1C(=O)NC(C)(C)C1=O	-2%	2	-3%	-8%	21%
27	COc1ccc(OC)c(/C=N/NC(=O)CSc2cc(C)nc3c(OC)cccc23)c1	-7%	-5	-16%	?	23%
28	COc1ccc(C2CC(C(F)(F)F)n3nc(C(=O)O)cc3N2)cc1OC (centres undefined)	-7%	-1	3%	9%	10%
29	O=C(Nc1ccc(N2CCOCC2)cc1Cl)C1CCN(C(=O)OCc2ccccc2)CC1	-3%	8	-32%	-12%	17%
30	Cc1ccc(CNc2ccc3c(c2)OCO3)cc1	3%	-9	50µM*	-7%	-24%

entry	JMJD2A Tudor inh	Tb PGK inh	G9a block	Pin1 inhibitor
21	-17%	-7%	?	0%
22	-24%	-3%	?	-2%
23	-18%	4%	6%[59 µM]	27%
24	-17%	3%	-13%[59 µM]	-2%
25	0%	10%	9%[59 µM]	8%
26	-9%	-4%	?	2%
27	-35%	i	.	62%[activator]
28	-21%	-7%	13%[59 µM]	?
29	?	-3%	-7%	0%
30	45µM*	-18%	?	?

(listing goes on)
entry	molecule	GLS inh	PI4K2A inh	BAZ2B block	Pol eta inh	HP1b binding inh
31	Cc1nc2cccc(C)n2c(=O)c1Cl	-11%	3	7%	-16%	43%[activator]
32	CN(CC(=O)Nc1ccccc1Cl)C(=O)COC(=O)CN1C(=O)NC2(CCCC2)C1=O	-5%	-1	-21%	-10%	22%
33	O=C(Nc1nccs1)c1ccc2c(c1)C(=O)N(Cc1cccnc1)C2=O	-4%	-3	-11%	-19%	22%
34	CCCc1cc(=O)n2[nH]c(NCc3ccc(OC)cc3)nc2n1	0%	1	1%	-16%	26%
35	Cc1ccc(C2CC(=O)Nc3cc4c(cc32)OCCO4)s1 (centres undefined)	11%	-1	-33%	0%	2%
36	Cn1nccc1/C=C(/C#N)S(=O)(=O)c1ccccc1	-7%	13	3%	1%	-10%
37	Cc1cc(N)ccc1-n1c(C)ccc1C	20%	-6	-3%	-3%	-23%
38	O=C(NCC(=O)N(c1cccnc1)C(C(=O)NC1CCCC1)c1ccccc1)c1ccco1 (centres undefined)	10%	-1	-16%	-11%	21%
39	CC(OC(=O)C1CC1)C(=O)Nc1cc(Cl)cc(Cl)c1 (centres undefined)	?	-10	.	-8%	15%

entry	JMJD2A Tudor inh	Tb PGK inh	G9a block	Pin1 inhibitor
31	1%	-4%	-29%[2.33 µM]	3%
32	-4%	-4%	42%	-3%
33	0%	-2%	.	-6%
34	-3%[57.1 µM]	-8%	27%	0%
35	-28%	.	-4%[12.7 µM]	?
36	40µM*	-10%	0%[59 µM]	?
37	?	-5%	14µM*	0%
38	-8%	-11%	-5%[59 µM]	-5%
39	6%	-10%	.	3%

Of the compounds above, 8 contain a Cl atom:
entry	molecule	GLS inh	PI4K2A inh	BAZ2B block	Pol eta inh	HP1b binding inh
15	CCOC(=O)c1ccc(NC(=O)c2nc(SCc3ccccc3F)ncc2Cl)cc1	-3%	2	11%	-15%	22%
16	Cc1cccc(OCCn2c(-c3ccc(Cl)cc3)nc3ccccc3c2=O)c1	2%	-4	14%	-6%	30%
17	CCOC(=O)C1C2C=CC3(CN(c4cccc(Cl)c4)C(=O)C13)O2 (centres undefined)	-4%	-3	-5%	-8%	56%[activator]
22	COc1ccc(NC(=O)N[C@@H](CCSC)C(=O)O)cc1Cl	11%	2	-25%	2%	14%
29	O=C(Nc1ccc(N2CCOCC2)cc1Cl)C1CCN(C(=O)OCc2ccccc2)CC1	-3%	8	-32%	-12%	17%
31	Cc1nc2cccc(C)n2c(=O)c1Cl	-11%	3	7%	-16%	43%[activator]
32	CN(CC(=O)Nc1ccccc1Cl)C(=O)COC(=O)CN1C(=O)NC2(CCCC2)C1=O	-5%	-1	-21%	-10%	22%
39	CC(OC(=O)C1CC1)C(=O)Nc1cc(Cl)cc(Cl)c1 (centres undefined)	?	-10	.	-8%	15%

entry	JMJD2A Tudor inh	Tb PGK inh	G9a block	Pin1 inhibitor
15	-18%	0%	-1%[59 µM]	3%
16	3%	4%	-33%[59 µM]	?
17	-5%	-10%	?	-7%
22	-24%	-3%	?	-2%
29	?	-3%	-7%	0%
31	1%	-4%	-29%[2.33 µM]	3%
32	-4%	-4%	42%	-3%
39	6%	-10%	.	3%
